Compound activity (PubChem)
Apaf1 inhib – human Apaf-1 inhibition | O14727 | reconstituted apoptosome caspase-3 activity, DEVD-Rh110 fluorescence | inhibition, % at 20 µM | 0.71% of 330,000 active | AID 489030; active = inhibition of at least 40% at 20 µM;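 note: plate controls were DMSO wells for no effect and DEVD-CHO caspase inhibitor wells for full effect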
Target sequence (O14727 whole entry, looked up): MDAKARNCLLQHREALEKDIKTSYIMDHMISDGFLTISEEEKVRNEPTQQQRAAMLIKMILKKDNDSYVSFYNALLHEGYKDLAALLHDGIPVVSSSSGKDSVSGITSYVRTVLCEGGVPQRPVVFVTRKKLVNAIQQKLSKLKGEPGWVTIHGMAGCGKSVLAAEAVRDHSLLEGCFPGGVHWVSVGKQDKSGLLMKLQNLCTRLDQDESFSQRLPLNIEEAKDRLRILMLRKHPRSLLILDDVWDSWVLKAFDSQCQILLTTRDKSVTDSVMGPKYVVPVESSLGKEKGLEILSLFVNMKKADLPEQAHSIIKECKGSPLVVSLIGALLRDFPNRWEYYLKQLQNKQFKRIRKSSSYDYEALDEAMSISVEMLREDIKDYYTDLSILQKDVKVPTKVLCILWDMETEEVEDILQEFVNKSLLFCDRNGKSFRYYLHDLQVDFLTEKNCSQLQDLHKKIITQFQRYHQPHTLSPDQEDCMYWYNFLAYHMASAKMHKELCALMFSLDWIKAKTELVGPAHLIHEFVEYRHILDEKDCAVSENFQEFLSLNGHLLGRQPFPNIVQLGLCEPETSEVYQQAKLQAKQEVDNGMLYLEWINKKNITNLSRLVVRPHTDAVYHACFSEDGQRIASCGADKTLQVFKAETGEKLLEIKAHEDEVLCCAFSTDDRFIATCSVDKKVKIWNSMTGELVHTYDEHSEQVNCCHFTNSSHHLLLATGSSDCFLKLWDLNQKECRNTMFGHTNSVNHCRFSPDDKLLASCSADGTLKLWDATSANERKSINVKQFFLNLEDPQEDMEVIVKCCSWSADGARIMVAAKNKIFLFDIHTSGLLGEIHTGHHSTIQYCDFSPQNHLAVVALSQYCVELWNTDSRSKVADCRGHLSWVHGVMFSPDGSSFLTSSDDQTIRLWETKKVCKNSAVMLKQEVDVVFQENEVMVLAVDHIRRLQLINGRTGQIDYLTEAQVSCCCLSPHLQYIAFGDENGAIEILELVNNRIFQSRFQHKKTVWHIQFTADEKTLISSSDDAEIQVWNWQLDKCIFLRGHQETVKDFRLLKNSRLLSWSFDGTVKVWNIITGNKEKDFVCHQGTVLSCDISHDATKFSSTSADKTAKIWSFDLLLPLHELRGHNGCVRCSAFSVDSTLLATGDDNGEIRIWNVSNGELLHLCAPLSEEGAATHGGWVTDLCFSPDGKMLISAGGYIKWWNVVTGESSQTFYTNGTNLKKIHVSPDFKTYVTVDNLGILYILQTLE
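Assay system – apoptosome proteins · Medium – Hepes buffer, pH 7.5 · Also added – cytochrome c with DEVD-Rh110 · Timing – 30 min compound preincubation, 50 min activation, room temperature · Detection – Rh110 fluorescence, excitation 480 nm, emission 540 nm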
SENP8 block-1 – blocks the human protease SENP8 | purified SENP8, Z-RLRGG-aminoluciferin cleavage, luminescence | AID 2540 | 1.2% of 330,000 active | Q96LD8 | inhibition, % at 10 µM; in the data active = inhibition above about 50%
SENP1 FRET inh – blocks the human SENP1 SUMO protease catalytic domain; recombinant SENP1 catalytic domain, CyPet-SUMO1-YPet FRET cleavage; 0.21% of 360,000 active; inhibition, % at 10 µM;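 active = inhibition at least 30% at 10 µM, raw YFP signal under a set limit, fluorescence ratio 0.5 to 1.5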;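 note: 0% = enzyme with DMSO and 100% = no enzyme wells; some results filed as inactive read as strong as hits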
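Controls: no-enzyme wells low, DMSO-plus-enzyme wells high control. Test system: human recombinant His6-tagged SENP1 catalytic domain enzyme. Reagent: SFCypet-SUMO1-SFYpet FRET protein substrate, 25 nM final. Doses: one dose per compound, 10 µM, 0.5% DMSO. Detection: FRET, CFP and YFP emission. Timing: 50 min reaction at room temperature.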
PfGluPho inh – PfG6PD (Plasmodium falciparum) enzyme inhibition; PfGluPho enzyme, NADPH resazurin-diaphorase fluorescence; inhibition, % at 20 µM; 0.78% of 350,000 active; AID 504690;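 active = inhibition reaching at least a set limit at 20 µM in the primary screen, cut at about 59% in these data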;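 note: 0% = DMSO wells with substrate and 100% = DMSO wells lacking glucose-6-phosphate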
SENP7 inh – SENP7 protease inhibition. Q9BQF6. inhibition, % at 5 µM. 1.5% of 330,000 active. recombinant SENP7, Z-RLRGG-aminoluciferin luminescence, 40 min;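 active = inhibition above about 50% at the single test dose, limit read from the data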;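 note: plate controls were DMSO with enzyme for no effect and no enzyme buffer wells for full effect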
SENP8 block-2 – blocks human SENP8 cleavage of Nedd8 substrate | Q96LD8 | recombinant SENP8, Nedd8 substrate fluorescence | inhibition, % at 20 µM | 0.64% of 360,000 active | AID 602440; in the data active = inhibition mostly above about 40%, no sharp cut-off; inactive = mostly below about 27%
HKDC1 inhibitor – inhibitors of human hexokinase HKDC1; Q2TB90; AID 493160; inhibition, % at 20 µM; recombinant HKDC1, G6PDH/diaphorase resazurin coupled fluorescence; 0.16% of 340,000 active;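 active = inhibition above about 35% when tested at 20 µM, limit read from the data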;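 note: plate controls were DMSO wells with enzyme for no effect and DMSO wells lacking enzyme for full effect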
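Material – in-house recombinant HK5 (HKDC1) enzyme · Quantity – HKDC1 at 5 µg/mL · Buffer or medium – pH 8.0 Tris buffer with 10 mM MgCl2 · Reagent – glucose with 1 mM ATP · Dosing – single 20 µM dose · Times – reaction time 90 min, room temperature, protected from light · Technique – resorufin fluorescence at 613 nm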
SENP6 inh – SENP6 protease inhibition; Q9GZR1; Recombinant SENP6 catalytic domain, aminoluciferin luminescence; inhibition, % at 10 µM; 1.8% of 330,000 active;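 active = inhibition above about 50% at the single tested dose, limit read from the data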;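 note: plate controls were DMSO wells with enzyme for no effect and DMSO wells lacking enzyme for full effect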
* marks the source's active call; other numbers are inactive results; · = not tested or not shown. This is a random part of the collection. Share with any hit: about 3.6%.

SMILES	Apaf1 inhib	SENP8 block-1	SENP1 FRET inh	PfGluPho inh	SENP7 inh	SENP8 block-2	HKDC1 inhibitor	SENP6 inh
COc1ccccc1C(=O)NCCC(=O)N(C)Cc1cccnc1	-4	0	1	7	2	3	0	-6
O=C(NC1CCCCC1)C1CCN(C(=O)c2ccc(Cl)cc2)CC1	3	7	1	0	7	5	-3	10
O=S(=O)(CCc1nc2ccccc2s1)c1ccc(Cl)cc1	3	-15	1	10	-8	14	1	-20
Cc1ccc(OCCN2C(=O)c3ccccc3C2=O)c(C)c1	21	-5	3	6	8	21	4	-6
Nc1ncccc1OCc1ccc(Br)cc1	-1	19	1	13	28	19	-4	7
CSCCC(NC(=O)c1ccco1)C(=O)NCC1CCCCC1 (configuration not stated)	-8	6	-3	-21	2	3	1	-2
CC1CN(C(=O)c2cccc(S(=O)(=O)Nc3ccc(Cl)cc3)c2)CC(C)O1 (configuration not stated)	9	-9	2	-8	-8	5	-7	-14
O=C(O)COc1ccccc1/C=N/NC(=O)CN1CCN(Cc2ccc(Cl)cc2)CC1	-6	5	2	7	3	6	1	-12
C=CCn1c(SC(CCO)C(=O)NCc2ccco2)nc2sc3c(c2c1=O)CCC3 (configuration not stated)	-5	7	1	-5	-5	-9	-2	-7
COc1cc(C#Cc2c(-c3cncn3C)n(C)c3ccc(-c4ccc(OC)c(OC)c4)cc23)cc(OC)c1	23	-13	-2	14	10	-485	7	6
O=S(=O)(NC1=NCCCCC1)c1ccccc1Cl	-19	-1	-1	-10	12	12	-3	-24
Oc1ccccc1CNc1cccc2cccnc12	95*	79*	-11	20	66*	22	18	91*
CC(C)Oc1ccccc1/C=N/NC(=O)c1ccc(F)cc1	-1	-5	-1	-8	6	1	2	5
CCCNS(=O)(=O)/C=C/c1ccccc1	19	-3	-1	-5	-12	1	-6	3
CCc1ncc(CN2CCC(C(=O)Nc3cccc(-c4cscn4)c3)CC2)cn1	5	-4	-3	1	9	8	12	-12
C=CCn1c(-c2ccc(C)cc2)nc2ccccc21	-15	-3	2	4	3	10	-5	-11
Cc1cc(OCC(=O)NC2CCCCC2)ccc1Cl	-2	4	3	5	1	17	-2	-6
S=C(NC1CCCC1)N1CCN(c2cccc(Cl)c2)CC1	-9	6	-2	-14	2	4	-1	15
O=c1cc(-c2ccccc2)nc(N2CCCCC2)[nH]1	7	-2	0	-23	-8	-35	-3	5
Cc1nn(-c2ccc(F)cc2)c(Cl)c1/C=C/C(=O)OCC(=O)Nc1c(F)c(F)c(F)c(F)c1F	4	-4	2	3	-3	1	-11	5
CCOc1ccc(C=NNC(=O)c2ccc(-n3cnnn3)cc2)cc1	-11	9	-3	-9	0	-131	0	-2
Cc1ccc(N2CC(C(=O)Nc3nnc(C(C)C)s3)CC2=O)cc1 (configuration not stated)	3	-1	-1	-5	0	10	0	1
Cc1ccc2c(CN3CCC(C)CC3)cc(=O)oc2c1	-10	-13	0	-1	-4	4	-3	3
CCOc1ccc(NN=C(C(=O)OC)C(=O)OC)c([N+](=O)[O-])c1	-18	-6	4	-2	-3	30	-10	-6
Cc1n[nH]c(=O)c2c(NC(=O)CSc3nncn3C(C)C)oc(C)c12	-10	9	-7	11	2	-7	6	-13
N#Cc1c(NC(=O)CSc2nnc(-c3ccccc3)o2)sc2c1CCCC2	27	-14	1	-21	-11	-14	2	-4
CSc1nc(C)cc(-c2cc(C(=O)Nc3ccccc3)on2)n1	11	3	·	·	-12	·	·	-1
C[C@@H]1[C@H]2[C@@H](O[C@@H]3O[C@H](CO)[C@@H](O)[C@H](O)[C@H]3O)OC=C(C(=O)O)[C@H]2C[C@@H]1O	10	-7	-2	-3	5	33	-2	4
N#C/C(=C\c1cccc([N+](=O)[O-])c1)c1ccccn1	1	-12	1	12	-4	14	-6	-18
O=C1CSC(c2ccccn2)N1c1ccccc1 (configuration not stated)	-1	-11	2	-14	-6	8	-9	-9
COc1ccccc1NC(=O)c1ccc(NC(=O)COC(=O)CCC2CCCC2)cc1	-1	-5	3	13	1	3	-5	-2
CC/C(=N\Nc1nncc2ccccc12)c1ccc(F)cc1	12	-3	0	-18	12	25	6	16
CCOC(=O)C1(CCOc2ccccc2)CCN(Cc2cc(OC)ccc2OC)CC1	-2	-5	1	-4	-2	1	4	8
Cc1ccccc1NC(=O)CCC(=O)OCC(=O)c1ccc(-c2ccccc2)cc1	-5	1	1	-19	11	31	-4	4
O=C(OCN1C(=O)c2ccccc2C1=O)c1cccc(S(=O)(=O)N2CCOCC2)c1	7	2	0	2	7	10	-4	-20
Cc1ccc(-c2nc(CNC(=O)c3ccco3)cs2)cc1	21	-13	-12	9	7	-7	-1	-20
Cc1nnc(SCC(=O)Nc2sccc2C(N)=O)n1Cc1ccccc1	-5	6	-1	0	9	10	4	12
FC(F)(F)C1=CC(c2ccc(Br)cc2)=NCCN1	2	7	2	5	-1	28	4	-6
O=C(CSc1nnnn1-c1ccc(O)cc1)c1ccc(F)cc1	-8	0	2	-9	3	29	3	-20
Cc1ccc(C)c(N2CCN(C(=O)CCc3nc(-c4ccccc4F)no3)CC2)c1	25	·	0	10	7	0	18	·
Cc1cccc(CCNC(=O)Cn2ncc3c([nH]c4ccc(C)cc43)c2=O)c1	1	6	-4	-17	1	-37	-3	11
C=CCN1C(=O)CSC1=Nc1ccc(O)cc1	-10	0	1	-8	4	-1	14	-3
Cc1c(O)ccc(C(=O)COc2ccccc2F)c1O	13	10	4	-10	11	10	5	29
COc1ccc(S(=O)(=O)N(C)CC(=O)NCCc2ccccc2)cc1OC	3	-11	3	2	3	6	-13	-14
CC[C@]12c3[nH]c4cc(-c5ccco5)ccc4c3CCN1C(=O)[C@@H](CC(=O)NCC13CC4CC(CC(C4)C1)C3)C[C@@H]2C(=O)N1CCN(C(=O)c2ccco2)CC1	20	·	-44	16	1	-379	23	·
Cc1c(NC(=O)CN2CCN(c3ccccc3)CC2)c(=O)n(-c2ccccc2)n1C	-7	3	-1	-16	10	19	2	9
CC(OC(=O)Cc1c[nH]c2ccccc12)C(=O)c1ccccc1 (configuration not stated)	21	-5	2	2	0	4	5	-21
O=C1C2C3C=CC(CO)(O3)C2C(=O)N1c1ccccc1-c1ccccc1 (configuration not stated)	3	-11	1	82*	-16	18	-4	-21
CC1CN(C(=O)COC(=O)c2ccc3ncsc3c2)CC(C)O1 (configuration not stated)	-10	3	-14	10	2	3	-6	-1
COc1cccc(C(=O)OCC(=O)NCCC2=CCCCC2)c1	8	-12	-1	-12	-5	21	12	-16

The list continues:
SMILES	Apaf1 inhib	SENP8 block-1	SENP1 FRET inh	PfGluPho inh	SENP7 inh	SENP8 block-2	HKDC1 inhibitor	SENP6 inh
CC(=O)SCC(=O)N=c1sc2cc(F)ccc2n1C	5	-4	-3	6	-12	1	0	-22
CCC(=O)OCc1c(C(F)(F)F)nn(C)c1Oc1cccc(C(F)(F)F)c1	21	9	1	17	-1	11	9	5
Cc1cc(N2CCCCCC2)nc2ccc(F)cc12	-13	-2	-35	-17	-5	-263	12	-10
Nc1nc2n(n1)C(c1ccccc1Cl)CC(c1ccc(F)cc1)N2 (configuration not stated)	-2	2	-54	-10	-5	-457	-4	21
NC(=O)C1CCCN(C(=S)Nc2ccccc2)C1 (configuration not stated)	-2	2	2	-20	0	14	0	1
O=C(C1CC1)N1N=C(c2ccc(F)cc2)CC1(O)C(F)(F)F (configuration not stated)	3	14	1	-17	-2	19	4	5
Cc1ccccc1-c1csc(N)n1	·	·	1	28	·	6	-10	·
CCCCSc1nnc([C@@H](NC(=O)OC(C)(C)C)C(C)C)o1	-3	2	0	-5	7	14	-2	-9
O=C(/C=C/c1cccc(F)c1)Nc1cc(S(=O)(=O)N2CCOCC2)ccc1Cl	5	2	-1	13	-6	-1	-3	7
Cc1ccc(NC(=O)Nc2nnc(Cc3ccc(F)cc3)s2)cc1	14	-6	5	4	-4	13	-5	-17

Compound profiles (already shown). Order of values: Apaf1 inhib, SENP8 block-1, SENP1 FRET inh, PfGluPho inh, SENP7 inh, SENP8 block-2, HKDC1 inhibitor, SENP6 inh
Cc1nn(-c2ccc(F)cc2)c(Cl)c1/C=C/C(=O)OCC(=O)Nc1c(F)c(F)c(F)c(F)c1F is listed as 4, -4, 2, 3, -3, 1, -11, 5
CC1CN(C(=O)COC(=O)c2ccc3ncsc3c2)CC(C)O1 (configuration not stated) is listed as -10, 3, -14, 10, 2, 3, -6, -1
C=CCn1c(SC(CCO)C(=O)NCc2ccco2)nc2sc3c(c2c1=O)CCC3 (configuration not stated) is listed as -5, 7, 1, -5, -5, -9, -2, -7
O=C1CSC(c2ccccn2)N1c1ccccc1 (configuration not stated) is listed as -1, -11, 2, -14, -6, 8, -9, -9

Next part
SMILES	Apaf1 inhib	SENP8 block-1	SENP1 FRET inh	PfGluPho inh	SENP7 inh	SENP8 block-2	HKDC1 inhibitor	SENP6 inh
COc1ccc(NC(=O)CCn2cccc2)cc1	6	0	4	-8	10	22	-6	5
Cc1cccc(Cn2cnc3c(N)c(C)c(C)cc32)c1	4	-7	-2	47	2	4	2	-1
COc1ccc(C(=O)NCC(=O)N2CCCCC2)cc1OC	-10	-7	2	-16	0	11	9	-26
COc1ccccc1NC(=O)C(C)N1C(=O)c2ccccc2C1=O (configuration not stated)	-7	0	-1	-10	1	10	3	-5
S=C(NC1CCCCC1)N(CCc1ccccc1)CCc1ccccc1	3	5	1	1	-3	8	9	-9
C/C=C(/C)C(=O)Nc1cccc(C2=NOC3(C2)C[C@@H](C(N)=O)N(C(=O)CC)C3)c1 (some centres not stated)	3	-8	-3	-8	3	-470	-2	1
Cc1ccnc(NC(=O)CCN2C(=O)c3ccccc3S2(=O)=O)n1	4	6	-2	-2	2	15	-5	11
CCOc1ccc(CCNC(=O)c2cc3sc(Cl)cc3n2C)cc1OCC	12	-2	-5	-1	-7	26	0	-4
COc1ccc(CCNC(=O)c2c(O)c3c([nH]c2=O)CCCC3)cc1OC	21	-30	4	4	0	10	4	-12
CCC1=NN(C(=O)c2ccc(Br)cc2)C(O)(c2ccccc2)C1 (configuration not stated)	2	-1	13	-33	4	-45	-7	-1
Cc1ccc(-c2n[nH]c(=S)n2Cc2ccccc2)cc1	7	3	-1	34	3	-12	-5	0
CN(C)CCn1c(SCc2ccccc2C#N)nc2c(sc3ccccc32)c1=O	10	-3	-3	16	-2	-283	9	-5
O=C(NN1C(=O)C2C3C=CC(C3)C2C1=O)c1ccccc1 (configuration not stated)	2	-6	3	1	6	12	-8	-12
C[C@@H]1CN([C@@H](C)CO)C(=O)c2cccc(NC(=O)C3CCOCC3)c2O[C@H]1CN(C)S(=O)(=O)c1ccc(Cl)cc1	8	3	0	0	-1	1	-5	11
C=CCSC1=N/C(=C\c2ccc(C)o2)C(=O)S1	-6	10	-7	-8	1	10	-3	3
O=Cc1cn(CC(=O)Nc2ccccc2)c2ccccc12	-5	-14	0	11	9	6	-8	-6
CCOc1ccccc1N(CC(=O)NC1CCCC1)C(=O)CCC(=O)Nc1cc(C)on1	7	-1	1	10	-5	28	1	-8

By substructure: the entries above containing a cyano group (3)
SMILES	Apaf1 inhib	SENP8 block-1	SENP1 FRET inh	PfGluPho inh	SENP7 inh	SENP8 block-2	HKDC1 inhibitor	SENP6 inh
N#Cc1c(NC(=O)CSc2nnc(-c3ccccc3)o2)sc2c1CCCC2	27	-14	1	-21	-11	-14	2	-4
N#C/C(=C\c1cccc([N+](=O)[O-])c1)c1ccccn1	1	-12	1	12	-4	14	-6	-18
CN(C)CCn1c(SCc2ccccc2C#N)nc2c(sc3ccccc32)c1=O	10	-3	-3	16	-2	-283	9	-5
